USP2a inh: qHTS Assay for Inhibitors of Ubiquitin-specific Protease USP2a; Potency, µM (doses to about 38.3 µM), inactives show top-dose activity change, negative = inhibition, hits mostly inhibitors; Ubiquitin carboxyl-terminal hydrolase 2 (Homo sapiens), O75604; USP2a enzymatic assay, qHTS inhibition; 60,000 compounds, 0.1% hits;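 also: potency is read from the fitted curve at half-maximal effect; nearly all actives have a fitted effect of over 60% in size; plate controls were DMSO for no effect and NEM full inhibition control for full effect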
Target sequence (O75604 whole entry, looked up): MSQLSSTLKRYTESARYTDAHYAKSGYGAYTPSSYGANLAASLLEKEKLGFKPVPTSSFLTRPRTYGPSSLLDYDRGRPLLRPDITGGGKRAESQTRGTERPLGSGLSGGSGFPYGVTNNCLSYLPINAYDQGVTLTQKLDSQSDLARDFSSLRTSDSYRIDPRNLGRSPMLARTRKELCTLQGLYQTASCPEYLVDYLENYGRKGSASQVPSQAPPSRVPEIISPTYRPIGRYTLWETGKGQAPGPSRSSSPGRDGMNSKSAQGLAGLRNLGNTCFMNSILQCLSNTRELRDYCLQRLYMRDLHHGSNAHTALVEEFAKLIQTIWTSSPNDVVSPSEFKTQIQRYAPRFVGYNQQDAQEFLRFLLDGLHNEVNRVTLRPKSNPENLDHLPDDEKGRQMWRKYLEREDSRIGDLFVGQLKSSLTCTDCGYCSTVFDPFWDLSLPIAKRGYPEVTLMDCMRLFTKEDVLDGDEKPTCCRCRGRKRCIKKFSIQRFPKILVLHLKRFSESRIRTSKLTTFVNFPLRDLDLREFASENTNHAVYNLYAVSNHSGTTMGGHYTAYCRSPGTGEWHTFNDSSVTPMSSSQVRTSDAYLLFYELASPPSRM
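USP2 core (20nM final) preincubated 30 min RT with compound, then Ub-PLA2 20nM and NBD C6-HPC 20uM final added; buffer 20mM Tris-HCl pH 8.0, 2mM CaCl2. Fluorescence Ex 460/Em 535 read at 0 and 2.5 h; normalized to NEM.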
BRCT inh green: qHTS Assay for Inhibitors of BRCT-Phosphoprotein Interaction (Green Fluorophore); Breast cancer type 1 susceptibility protein (Homo sapiens), P38398; BRCA1 BRCT-phosphopeptide binding, green fluorescence polarization; Potency, µM (titrated, usually from 76.9 µM), for the others: at the highest dose activity change, negative = inhibition, hits mostly inhibitors; 75,000 compounds, 0.05% hits;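 also: potency is read from the fitted curve at half-maximal effect; plate controls were peptide without protein for full effect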
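Compounds were incubated for 12 min at room temperature with a complex of 100 nM fluorescein-tagged pBACH1 decapeptide and 250 nM His-tagged BRCT protein. Buffer was phosphate pH 7.3 with EDTA, DTT and Tween 20. Disruption of binding lowers the polarization signal.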
Epigenetic mod: qHTS Assay for Epigenetic Modulators. 68,000 compounds, 0.09% hits. mouse C127i GFP locus derepression, cytometry, 30 h. Potency, µM (series often up to 46.1 µM), inactives show top-dose GFP derepression (activation); also: % of control where 0% means no effect
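Locus derepression in mouse mammary C127i cells whose integrated CMV-GFP reporter is normally silent; GFP expression after 30 h compound treatment was quantified by counting fluorescent cells.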
BRCT inh red: qHTS Assay for Inhibitors of BRCT-Phosphoprotein Interaction (Red Fluorophore). BRCT-phosphopeptide binding, red fluorescence polarization. 75,000 compounds, 0.03% hits. Potency, µM (highest dose often 76.9 µM), inactives show top-dose activity change, negative = inhibition, usual class: inhibitors. Breast cancer type 1 susceptibility protein (Homo sapiens), P38398; also: % is scaled to controls: 0 for no effect and ±100 for the full control effect
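Fluorescence polarization: 100 nM His-tagged BRCA1 BRCT with 100 nM TAMRA-labelled phospho-BACH1 decapeptide, phosphate buffer pH 7.3 with 150 mM NaCl, DTT, 0.01% Tween 20; 12 min RT. Binding inhibition seen as FP decrease.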
Casp7 inh: qHTS Assay for Allosteric/Competitive Inhibitors of Caspase-7; P55210; recombinant caspase-7, Ac-DEVD-AFC fluorescence rate; Potency, µM (series often up to 57.5 µM), without a hit: at the highest dose activity change, negative = inhibition, hits mostly inhibitors; AID 889, 2007; 75,000 compounds, 0.02% hits; active = well fitted inhibition curve with a large enough effect in the main read-out, with a control signal flat, not every such curve was filed as active; inconclusive = small, poorly fitted or top-dose-only effect, or a change in a side signal; also: potency is read from the fitted curve at half-maximal effect; % of control where 0% means no effect
A350 autofl: qHTS Assay for Spectroscopic Profiling in A350 Spectral Region | AID 590, 2007 | max dye-equivalent concentration, M | 59,000 compounds, 11% hits | Compound autofluorescence, 340/450 nm, Alexa 350 dye-equivalents; active compounds read high; in the data active = max dye-equivalent concentration above about 10 nM; inconclusive = mostly about 1.1 nM to 9.6 nM
Caspase-1 inhib: qHTS Assay for Allosteric/Competitive Inhibitors of Caspase-1. P29466. Caspase-1 enzyme, Ac-WEHD-AFC fluorogenic rate. Potency, µM (series often up to 57.5 µM), for inactives: top-dose activity change, negative = inhibition, actives largely listed as inhibitors. 75,000 compounds, 0.03% hits;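 also: potency is read from the fitted curve at half-maximal effect; plate controls were vehicle for no effect and no substrate for full effect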
Target sequence (P29466 120-297 limits assumed): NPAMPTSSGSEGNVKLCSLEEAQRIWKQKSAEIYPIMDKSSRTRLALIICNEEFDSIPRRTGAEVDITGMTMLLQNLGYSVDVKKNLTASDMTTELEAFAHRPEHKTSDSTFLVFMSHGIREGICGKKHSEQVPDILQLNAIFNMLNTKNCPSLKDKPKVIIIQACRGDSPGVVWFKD
Target sequence (P29466 317-404 limits assumed): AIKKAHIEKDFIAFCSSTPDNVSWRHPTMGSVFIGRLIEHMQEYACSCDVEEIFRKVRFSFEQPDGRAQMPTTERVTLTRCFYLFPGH
4-MU autofl: qHTS Assay for Spectroscopic Profiling in 4-MU Spectral Region | 59,000 compounds, 11% hits | max dye-equivalent concentration, M | compound autofluorescence, 340/450 nm, 4-MU equivalents; active compounds read high; in the data active = max dye-equivalent concentration above about 10 nM; inconclusive = mostly about 1.1 nM to 9.6 nM
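Intrinsic fluorescence at 340/450 nm (ex/em) was read after 15 min at room temperature in pH 8.0, 100 mM Tris. Each compound concentration expressed as 4-MU-equivalent concentration from a six-point 4-MU standard series on each plate.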
Ub-GFP proteasome: Ubiquitin-GFP Assay; Ubiquitin-GFP reporter cells, proteasome inhibition, GFP fluorescence; response scale: untreated = 0%, 10 µM MG-132 = 100%; 67,000 tested, under 10 active; Potency, µM (doses to about 45.9 µM), for inactives: at the highest dose activation (GFP accumulation), hits mostly activators; active = well fitted activation curve with a large enough effect, not every such curve was filed as active; inconclusive = small, poorly fitted or top-dose-only effect, or another doubt; inactive = no such curve, though single readings can be large or run the other way; also: potency is read from the fitted curve at half-maximal effect
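GFP accumulation read-out: laser plate cytometry counting ubiquitin(G76V)-GFP-expressing U2OS cells after 4 hr compound exposure at 37 °C. Titrations spanned 46 uM to 2.9 nM; 0% = basal, 100% = 10 uM MG-132; concentration-response curves fitted.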
Fluorescein autfl: qHTS Assay for Spectroscopic Profiling in Fluorescein Spectral Region; Compound autofluorescence, 480/540 nm, fluorescein-equivalent; active compounds read high; max fluorescein-equivalent concentration, M; 59,000 compounds, 0.91% hits; in the data active = max fluorescein-equivalent concentration above about 10 nM; inconclusive = between about 1.1 nM and that limit
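Compounds were pin-transferred into 100 mM Tris buffer, pH 8.0, and incubated 15 min at room temperature. Fluorescence was read at 480 nm excitation/540 nm emission. Signals were normalized to an on-plate six-point fluorescein standard curve as dye-equivalent concentration.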
HEK293 cAMP cs: qHTS Assay for Agonists of the Thyroid Stimulating Hormone Receptor: Activators of Intracellular cAMP Concentrations in Parental HEK 293; parental HEK293 CNG cAMP sensor, membrane potential fluorescence; Potency, µM (highest dose often 57.1 µM), for the others: at the top dose activation, actives largely listed as activators; 73,000 compounds, 2.5% hits; also: potency is read from the fitted curve at half-maximal effect; % of control where 0% means no effect; nearly all actives have a fitted effect of over 55% in size
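Parental HEK 293 cells stably expressing a cAMP-gated CNG channel were loaded with membrane potential dye containing 100 uM RO 20-1724 for 60 min. Compound added for 30 min; depolarization read as fluorescence intensity at 590 nm.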
An asterisk follows results filed as active; i = inactive; ? = inconclusive; / = not tested or not shown; [ ] = remark or other dose. Unless noted, calls follow the shape of the dose curve; as a rule, active = well fitted curve in the direction sought with a large enough effect; inconclusive = small, poorly fitted or top-dose-only effect, or another doubt; inactive = no such curve, though single readings can be large; an effect the other way counts as inactive or inconclusive. These rows are one share of the data. The share of hits here may be higher or lower than overall.

Values run as follows: Epigenetic mod	Caspase-1 inhib	BRCT inh red	Ub-GFP proteasome	4-MU autofl	USP2a inh	Casp7 inh	A350 autofl	HEK293 cAMP cs	Fluorescein autfl	BRCT inh green
[1] CCc1c(C)sc(NC(=O)c2cc(-c3cc(OC)ccc3OC)on2)c1C#N
    1%	-12%	-0.5%	-7%	9.1e-08M*	7%	-1%	8.1e-08M*	9%	i	0.5%
[2] O=C(CN(C1CCCCC1)S(=O)(=O)c1ccc(Cl)cc1)NCc1cccnc1
    0%	-7%	-0.7%	15%	/	23%	-1%	/	1%	/	3.8%
[3] Oc1ccc(-c2nnc(SCC3CCCCC3)o2)cc1
    1%	-2%	0.2%	-1%	i	-3%	6%	i	17%	i	1.5%
[4] Cc1cc(NC(=O)Cn2nc3c(cc2=O)CCCC3)ccc1Br
    -1%	-1%	1.9%	-2%	i	24%	4%	i	-8%	?	-0.4%
[5] CC(C)c1ccccc1OCCCCCNCCO
    -2%	-1%	1.2%	22%	/	-1%	-1%	/	19%	/	1.6%
[6] COC(=O)CCC(=O)c1oc2ccccc2c1N
    1%	3%	1.7%	-3%	2.8e-08M*	7%	-1%	3.4e-08M*	2%	i	-2.7%
[7] Cc1nnc(-n2cnc3ccccc32)c2ccccc12
    -2%	2%	-1.9%	-4%	i	0%	-1%	i	-3%	?	3.2%
[8] CN(C)c1ccc(NC(=O)c2ccncc2)c2ccccc12
    -3%	2%	-0.4%	-2%	i	6%	-1%	i	-2%	i	2.6%
[9] COC(=O)c1ccc(CSc2nc3ccccc3c(=O)n2-c2cccc(OC)c2)o1
    1%	-4%	-0.9%	4%	i	62%[activator]	-4%	i	15%	i	3.3%
[10] COc1cccc(NC(=O)c2cn(C)c(=O)c3cc(OC)c(OC)cc23)c1
    -3%	3%	-1.3%	-3%	i	71%[activator]	3%	i	-2%	i	2.8%
[11] CCOC(=O)C1CCN(Cc2ccc(OC)c(C)c2OC)CC1
    -2%	-1%	-0.5%	19%[9.17 µM]	/	5%[7.66 µM]	1%	/	18%[11.4 µM]	/	-2.8%
[12] O=C(NC1CCCCCCC1)c1cnccn1
    -2%	-1%	1.0%	7%	/	6%	2%	/	6%	/	-2.5%
[13] O=c1[nH]c2sc3c(c2c2nncn12)CCCC3
    2%	-2%	-0.1%	-1%	3.2e-08M*	-16%	-2%	2.8e-08M*	7%	i	-0.6%
[14] CC1CCCCN1CCNc1nc(=S)[nH]c2ccccc12 (stereo not drawn)
    -1%	0%	-1.3%	14%	?	5%	0%	?	10%	i	0.5%
[15] N#CC1=C(N)SC(N)=C(C#N)C1C1CC=CCC1 (stereo not drawn)
    0%	-5%	1.2%	0%	/	0%	-6%	/	16%	/	1.2%
[16] Cc1ccc(-n2cc3c(=O)n(C)c(=O)n(C)c3c2)cc1C
    2%	-2%	-0.4%	3%	i	11%	-3%	i	-1%	i	-1.7%
[17] COc1ccc(CNC(=O)C2COc3ccccc3O2)c(OC)c1 (stereo not drawn)
    -3%	1%	0.1%	14%	i	-3%	1%	i	10%	i	-1.3%
[18] O=S(=O)(Cc1ccccc1)NCc1ccccn1
    3%	2%	0.6%	4%	i	-1%	-1%	i	-13%	?	-0.6%
[19] CCN(Cc1cc2cc(C)ccc2[nH]c1=O)S(=O)(=O)c1ccccc1
    2%	-1%	0.2%	-8%	?	12%	-4%	?	-1%	i	-2.8%
[20] CCCCOc1ccc(/C(O)=C2/C(=O)C(=O)N(CCCOC)C2c2ccncc2)cc1 (stereo not drawn)
    0%	-2%	0.8%	/	?	-1%	-1%	?	5%	i	-2.6%
[21] CN(C)Cc1ccccc1-c1ccc2ncnc(NC3CCNCC3)c2c1
    0%[9.22 µM]	2%	0.4%	-1%	i	-8%	1%	i	7%	i	0.2%
[22] O=C(c1ccc(Cn2c(=O)[nH]c3ccccc3c2=O)cc1)N1CCN(c2ccccn2)CC1
    /	1%	-0.2%	-3%	/	/	-7%	/	1%	/	-0.4%
[23] COc1cccc(-c2nnc(Nc3nc4c(F)cccc4s3)o2)c1
    0%	-8%	1.1%	0%	2.8e-08M*	-7%	-2%	8e-08M*	-4%	i	-1.6%
[24] Cc1ccc(C)n1NC(=O)c1cccs1
    2%	2%	0.6%	-4%	i	5%	0%	i	5%	?	0.0%
[25] COC(=O)c1[nH]c2ccc(Cl)cc2c1NC(=O)CN1CCc2cc(OC)c(OC)cc2C1
    -2%	-3%	0.6%	0%	i	19%	1%	i	-12%	i	0.8%
[26] CCOC(=O)OCC1OC(C#Cc2ccc(C)cc2C)C=CC1OC(=O)OCC (stereo not drawn)
    /	-3%[11.5 µM]	1.3%[15.4 µM]	/	/	/	2%[11.5 µM]	/	2%[11.4 µM]	/	-2.4%[15.4 µM]
[27] O=C1[C@H]2[C@H]3[C@H](O)[C@H](O)C/C(=N/OCc4ccccc4)[C@@H]3CC[C@@H]2C(=O)N1c1cccc(Oc2ccccc2)c1
    /	-1%[11.5 µM]	1.9%[15.4 µM]	/	/	/	0%[11.5 µM]	/	?	/	0.9%[15.4 µM]
[28] Cc1cc(C)n(-c2ncc(-c3ccccc3)nn2)n1
    /	-2%	1.7%	10%	/	/	0%	/	-4%	/	-0.6%
[29] CC1=C(C)CC(C(=O)c2ccccc2)C(C(=O)O)C1 (stereo not drawn)
    -1%	0%	-0.5%	-3%	i	3%	0%	?	3%	i	0.2%
[30] CC1CCc2c(nc3ncnn3c2N2CCN(c3ccccc3F)CC2)C1 (stereo not drawn)
    0%	0%	0.3%	0%	i	5%	2%	i	?	i	-1.3%
[31] O=c1[nH]c2ccc(Cl)cc2c(-c2ccccc2)c1CN1CCOCC1
    0%	-3%	0.7%	-3%	3.7e-08M*	22%	-2%	4.5e-08M*	2%	?	6.6%
[32] O=C(NCC1CCCO1)c1cc2n(n1)C(C(F)(F)F)CC(c1ccc(Br)cc1)N2 (stereo not drawn)
    -1%	-3%	1.0%	-2%	i	/	2%	i	-9%	i	-1.6%
[33] O=C1OCc2cc(NC(=O)C3COc4ccccc4O3)ccc21 (stereo not drawn)
    7%	0%	0.1%	-4%	/	/	-1%	/	1%	/	-1.6%
[34] CC1CCN(C(=O)Cn2cc(C(=O)c3ccco3)c3ccccc32)CC1
    2%	1%	0.6%	-9%	?	184%[activator]	1%	?	20µM*	i	1.1%
[35] CCn1c(COc2ccccc2C)nnc1SCC(=O)NC1CCCC1
    -1%	1%	0.2%	-2%	i	9%	-2%	i	17%	?	-4.1%
[36] COC(=O)[C@@H]1CCCN1C(=O)[C@H]1C[C@@H]1[C@H](NC(=O)OCc1ccccc1)c1ccccc1
    /	-3%	0.2%	/	/	/	0%	/	?	/	0.2%
[37] Cc1cc(NC(=O)CCC(=O)N(CC(=O)NC2CCCC2)Cc2ccc(F)cc2)no1
    -2%	-3%	0.5%	-1%	i	/	2%	i	6%	i	2.6%
[38] CCc1[nH]nc2c1C1(CCN(C(=O)OCc3ccccc3)CC1)C(C#N)=C(N)O2
    -1%	0%	-0.7%	-1%	i	/	2%	i	-9%	?	-0.3%
[39] CC(C)CNC(=O)NC1C(NC(=O)NCC(C)C)N(C)C(=O)N1C (stereo not drawn)
    0%	0%	-1.1%	3%	i	-1%	0%	i	3%	?	-1.1%
[40] COc1ccc2c(c1)O[C@H](c1cccc(C(F)(F)F)c1)[C@@H](O)C2=O
    /	1%[11.5 µM]	0.4%[15.4 µM]	/	/	/	2%[11.5 µM]	/	4%[11.4 µM]	/	-0.3%[15.4 µM]
[41] O=C1CCc2cc(S(=O)(=O)N3CCC(C(=O)NCc4ccccn4)CC3)ccc2N1
    -2%	-2%	-0.3%	12%	/	/	-6%	/	27%	/	-0.3%
[42] COc1cccc(C2C(C#N)=C(N)Oc3cc(C)n(Cc4ccco4)c(=O)c32)c1 (stereo not drawn)
    0%	1%	0.5%	3%	i	-17%	-1%	i	9%	i	1.0%
[43] CCOC(=O)C(=O)C1(C(=O)OCC)Oc2cc(OC)cc(OC)c2C(=O)C1c1ccccc1 (stereo not drawn)
    /	-1%	0.1%	/	/	-12%	-2%	/	/	/	-0.7%

Retrieved by compound from the entries so far, two records:
Values run as follows: Epigenetic mod	Caspase-1 inhib	BRCT inh red	Ub-GFP proteasome	4-MU autofl	USP2a inh	Casp7 inh	A350 autofl	HEK293 cAMP cs	Fluorescein autfl	BRCT inh green
[41] O=C1CCc2cc(S(=O)(=O)N3CCC(C(=O)NCc4ccccn4)CC3)ccc2N1
    -2%	-2%	-0.3%	12%	/	/	-6%	/	27%	/	-0.3%
[31] O=c1[nH]c2ccc(Cl)cc2c(-c2ccccc2)c1CN1CCOCC1
    0%	-3%	0.7%	-3%	3.7e-08M*	22%	-2%	4.5e-08M*	2%	?	6.6%

Compound activity (PubChem)
